Screening data from PubChem BioAssay.
LANA DNA inh: KSHV C-LANA DNA binding inhibition; MBP-C-LANA/FAM-LBS DNA binding, fluorescence polarization; inhibition, % at 9 µM; 340,000 tested, 0.078% active;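 active = highest replicate inhibition at or above 60% at 9 µM, even if other replicates fall short; inactive = all replicates below 60% inhibition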;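 note: 0% = neutral control wells and 100% = 4 µM acridine orange control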
CAL PDZ FP-1: human CAL PDZ-peptide interaction inhibition | Q9HD26 | purified CAL PDZ, TMR-peptide fluorescence polarization, 1 h | inhibition, % at 20 µM | 330,000 tested, 0.02% active | AID 504414;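 active = highest replicate inhibition of at least 40%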;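 note: plate controls were DMSO neutral control wells for no effect and unlabeled competitor peptide control wells for full effect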
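Material – purified CerCALP PDZ construct · Detection – FP readout, S and P plane fluorescence · Measure – percent inhibition from loss of millipolarization · Controls – unlabelled peptide for full inhibition, DMSO wells as neutral · Probe or stimulus – TMR-labelled reporter peptide T*-PRC34 bound in PDZ groove · Times – 1 h at RT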
V-ATPase pHluor: yeast V-ATPase proton transport regulation by pHLuorin; 350,000 tested, 0.37% active; S. cerevisiae, pHLuorin cytosolic pH fluorescence; response, % at 10 µM; in the data active = response mostly above about 7.3%, no sharp cut-off; inactive = mostly below about 5.4%; note: actives read high; inactives centre near 0; some compounds called inactive have numbers as strong as hits
Keap1 Nrf2 FP: Keap1-Nrf2 (human) interaction inhibition; Keap1 Kelch-Nrf2 peptide fluorescence polarization, 1536-well; inhibition, % at 9.4 µM; 340,000 tested, 0.15% active; AID 504523; in the data active = inhibition above about 12%;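 note: human Keap1 Kelch domain with fluorescein labeled Nrf2 9mer peptide probe; 0% = neutral control wells and 100% = peptide positive control; higher means more block of Keap1 binding to Nrf2 peptide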
Arr AP2 block: human beta-arrestin and AP2 interaction inhibition | FITC-arrestin peptide / GST-AP2 beads, flow cytometry; AP2 beta2 appendage carries R879A mutation | inhibition, % at 10 µM | 340,000 tested, 0.31% active | AID 504490;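 active = inhibition above a set limit, near 3 SD of compounds lacking own fluorescence, cut at about 54% in these data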;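 note: plate controls were DMSO wells for no effect and 5 µM unlabelled arrestin peptide for full effect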
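Material – GST-tagged AP2 beta2-adaptin appendage (R879A) on 4 µm glutathione beads · Probe or stimulus – fluorescein-tagged arrestin peptide at 50 nM final · Timing – 12 min plus 1 h, RT · Detection – bead flow cytometry, FITC channel · Read-out basis – inhibition as reduced fluorescein signal on beads, percent · Medium – PBS plus Tween 20 (0.05%) and BSA (0.1%)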
NSD2 HMT inh: inhibitors of human histone methyltransferase NSD2; O96028; NSD2 peptide methylation, AlphaScreen, 120 min; inhibition, % at 12.5 µM; 310,000 tested, 0.54% active; AID 743445; in the data active = inhibition above about 50%
RTF Ca sens inh: cardiac RTF calcium desensitization. IANBD-labeled cardiac RTF, Ca2+ fluorescence. 340,000 tested, 0.12% active. inhibition, % at 7.15 µM. AID 493244. P19429+P45379;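 active = inhibition above the mean inhibition of all tested compounds plus 3 SD, cut at about 17% in these data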;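 note: assay run at fixed EC70 calcium of 1.6 mM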
CAL PDZ FP-2: CAL PDZ (human) peptide binding inhibition; Q9HD26; inhibition, % at 24.9 µM; 300,000 tested, 0.92% active; purified CAL PDZ, TMR-peptide fluorescence polarization, 1 h; AID 602252;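 active = mean inhibition of at least 30% with at least half of replicates also reaching 30%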;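 note: 0% = DMSO neutral control and 100% = excess unlabeled competitor peptide PRC23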
DAGLB inh: blocks human DAGLB lipase activity. 340,000 tested, 0.059% active. HEK293T DAGLB membrane lysate, EnzChek fluorogenic substrate. AID 504411. inhibition, % at 5.17 µM; in the data active = inhibition above about 34%;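 note: 0% = enzyme with vehicle and 100% = wells lacking enzyme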
DSG3 Ab inh: blocks pemphigus antibody binding to human desmoglein-3; P32926; DSG3-coupled beads, scFv-anti-DSG3-GFP binding, flow cytometry; hits give low values; binding (percent of control), % at 10 µM; 310,000 tested, 0.48% active; AID 588358;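 active = binding more than 3 SD below its plate's average and above zero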;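 note: hits lower antibody fragment binding to DSG3; some compounds called inactive have numbers as strong as hits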
Target sequence (P32926 whole entry, looked up, the tested form may be a part): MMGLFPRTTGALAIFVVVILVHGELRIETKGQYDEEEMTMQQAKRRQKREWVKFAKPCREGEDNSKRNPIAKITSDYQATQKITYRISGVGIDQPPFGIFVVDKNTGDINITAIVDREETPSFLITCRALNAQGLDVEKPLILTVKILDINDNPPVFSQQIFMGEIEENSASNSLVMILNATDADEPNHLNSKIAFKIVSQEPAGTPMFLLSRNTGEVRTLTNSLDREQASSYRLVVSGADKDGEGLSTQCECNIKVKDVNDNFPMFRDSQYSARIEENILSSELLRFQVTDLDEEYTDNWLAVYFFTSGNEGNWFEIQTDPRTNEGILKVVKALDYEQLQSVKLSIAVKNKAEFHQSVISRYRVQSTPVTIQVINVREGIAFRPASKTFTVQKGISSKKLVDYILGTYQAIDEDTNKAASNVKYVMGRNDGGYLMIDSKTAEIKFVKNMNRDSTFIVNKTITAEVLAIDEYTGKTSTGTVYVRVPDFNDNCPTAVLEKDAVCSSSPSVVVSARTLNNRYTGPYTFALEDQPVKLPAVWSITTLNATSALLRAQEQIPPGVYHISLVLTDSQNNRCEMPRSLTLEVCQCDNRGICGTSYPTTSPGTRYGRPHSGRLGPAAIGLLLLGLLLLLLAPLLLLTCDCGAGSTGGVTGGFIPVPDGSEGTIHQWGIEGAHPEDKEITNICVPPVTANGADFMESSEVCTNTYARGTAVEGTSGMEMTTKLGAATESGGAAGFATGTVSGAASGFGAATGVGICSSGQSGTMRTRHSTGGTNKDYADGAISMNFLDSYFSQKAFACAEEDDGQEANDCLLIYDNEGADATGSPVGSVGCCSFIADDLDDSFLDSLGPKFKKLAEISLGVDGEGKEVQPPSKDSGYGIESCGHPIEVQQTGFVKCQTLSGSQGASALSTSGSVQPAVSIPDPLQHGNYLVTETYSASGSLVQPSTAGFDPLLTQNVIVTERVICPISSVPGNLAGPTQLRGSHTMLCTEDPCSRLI
Numbers without * were called inactive; . = not tested or not shown. The list is partial; count on the stated rates, not on these rows.

SMILES	LANA DNA inh	CAL PDZ FP-1	V-ATPase pHluor	Keap1 Nrf2 FP	Arr AP2 block	NSD2 HMT inh	RTF Ca sens inh	CAL PDZ FP-2	DAGLB inh	DSG3 Ab inh
O=C(C1=NNC2C(=O)N(c3ccccc3)C(=O)C12)c1nc(Cl)ccc1Cl (stereo not given)	-0.8	-0.9	-3.1	0.1	17.4	-2.7	-21.7	-6.1	-1.0	97.0
Nc1nnc(C(F)(F)F)s1	1.3	-0.2	-3.2	-3.4	8.7	-1.2	3.0	-3.7	-0.5	99.0
CC(C)c1nc(SCC(=O)Nc2ccc(C(=O)O)cc2)c2c3c(sc2n1)CCCC3	0.2	-3.0	-3.6	-2.0	8.5	-2.5	-29.7	.	-2.7	.
CCC1(C)NC(C(=O)O)Cc2c1[nH]c1ccccc21 (stereo not given)	-2.3	-1.2	-1.6	1.7	-5.9	27.9	-2.9	-0.8	0.1	110.9
Cc1ccc(CCNC(=O)c2ccc3nc4ccc(Cl)cc4c(=O)n3c2)cc1	-1.5	-0.3	-0.2	-3.4	24.4	-0.8	0.6	-3.7	-3.1	95.7
CCc1ccc(C(=O)COC(=O)C(CCSC)NC(=O)C23CC4CC(CC(C4)C2)C3)cc1 (stereo not given)	-1.7	-1.8	-0.2	-0.1	-4.2	-3.9	-2.5	-2.2	-1.3	70.0
COc1ccc(C(=O)Nc2ccccc2C(=O)N2CCOCC2)cc1Br	1.1	-2.5	-0.2	-1.6	-23.8	-0.3	-2.9	-3.7	2.7	109.3
Clc1ccc(Cc2nn3c(Cn4nnc5ccccc54)nnc3s2)cc1	0.7	-2.2	1.2	-2.1	-6.8	3.4	-4.3	3.2	3.2	104.2
COc1ccc(Cl)cc1NC(=O)CSc1nnc(C2CC2)n1N	1.4	-1.1	-3.5	-4.8	-0.4	0.1	-10.7	.	2.2	111.9
CCOc1cc(-c2nn3cnnc3s2)cc(OCC)c1OCC	0.1	-2.2	2.1	-1.1	8.0	-1.5	-3.2	-1.2	-0.7	98.8
CC1(OC(=O)C2CCCC2)C(=O)C=C2C=C(c3ccsc3)N(Cc3ccco3)C=C2C1=O (stereo not given)	0.3	-0.2	2.9	-5.3	39.8	.	-8.7	-2.7	7.4	99.7
COCc1c(C(=O)NC(C)c2ccc(S(N)(=O)=O)cc2)oc2ccccc12 (stereo not given)	1.1	-1.0	-0.9	1.7	-1.4	-1.4	-3.2	-12.3	2.2	100.5

Reprinted at random: three compounds from above, in no set order.
SMILES	LANA DNA inh	CAL PDZ FP-1	V-ATPase pHluor	Keap1 Nrf2 FP	Arr AP2 block	NSD2 HMT inh	RTF Ca sens inh	CAL PDZ FP-2	DAGLB inh	DSG3 Ab inh
COc1ccc(Cl)cc1NC(=O)CSc1nnc(C2CC2)n1N	1.4	-1.1	-3.5	-4.8	-0.4	0.1	-10.7	.	2.2	111.9
CCOc1cc(-c2nn3cnnc3s2)cc(OCC)c1OCC	0.1	-2.2	2.1	-1.1	8.0	-1.5	-3.2	-1.2	-0.7	98.8
O=C(C1=NNC2C(=O)N(c3ccccc3)C(=O)C12)c1nc(Cl)ccc1Cl (stereo not given)	-0.8	-0.9	-3.1	0.1	17.4	-2.7	-21.7	-6.1	-1.0	97.0

More structures follow:
SMILES	LANA DNA inh	CAL PDZ FP-1	V-ATPase pHluor	Keap1 Nrf2 FP	Arr AP2 block	NSD2 HMT inh	RTF Ca sens inh	CAL PDZ FP-2	DAGLB inh	DSG3 Ab inh
Cc1coc2c1c(C)cc1oc(=O)c(Cc3ccccc3)c(C)c12	-0.6	-0.6	2.0	-2.1	5.2	-2.3	-1.5	-0.1	-2.9	94.3
CCC(=O)N1CCCn2c1nc1ccccc12	-0.3	0.8	-0.8	3.1	31.8	-1.4	2.0	-2.1	-1.5	103.7
COc1cc(/C=N/NC(=O)c2ccc3nc[nH]c3c2)ccc1O	1.9	-2.0	-6.1	-1.5	-1.8	-1.9	-12.2	-2.4	0.5	95.2
N#Cc1c(NC(=O)COC(=O)C2=COCCO2)sc2c1CCCC2	.	.	-2.8	.	.	2.3	.	.	-7.9	99.5
COC(=O)c1cc(-c2cccs2)nn1-c1ccccc1	-0.1	-0.3	-1.4	2.3	9.1	-1.9	-0.5	.	-2.6	92.7
O=[N+]([O-])c1ccc(NCCCNS(=O)(=O)c2ccc(Cl)cc2)c(Cl)c1	-1.2	-0.1	-1.2	-3.7	-7.7	0.5	4.1	2.3	-1.1	98.2
CCCCN(CC)Cc1ccc(CNC(=S)Nc2c(C)cc(C)cc2C)o1	-1.1	-2.4	2.3	-1.3	14.7	.	-8.8	-3.3	1.6	97.8
Cc1ccc(OC(=O)C23CC4CC(CC(C4)C2)C3)c(C)n1	1.0	1.3	-4.3	-2.4	12.6	-1.7	3.1	6.1	-5.2	101.5
COc1cccc(CC(O)CC2c3c(cc4c(c3OC)OCO4)CCN2C)c1 (stereo not given)	-1.3	-0.2	1.7	-1.0	-6.4	-0.3	-5.7	-2.5	0.4	97.6
CC(CN1C(C)CCCC1C)OC(=O)c1ccc(Cl)cc1Cl (stereo not given)	1.7	-0.3	0.8	-1.6	-3.4	1.8	-17.1	1.6	-0.6	101.6
CSCCC(NS(=O)(=O)/C=C/c1ccccc1)C(=O)N1CCC(C)CC1 (stereo not given)	1.7	-0.2	-3.6	-1.4	8.3	1.8	-2.2	-6.5	-1.0	86.6
CCN(CC)CC(C)CNC(=O)C1(O)c2ccccc2NC(=O)N1c1ccc(Cl)c(Cl)c1 (stereo not given)	-0.9	-0.8	-7.8	-0.4	0.1	12.7	-1.8	-0.2	-2.4	101.1
CCOC(=O)C1(CCOc2ccccc2)CCN(Cc2cccn2-c2cccnc2)CC1	1.1	-0.2	0.6	-4.0	-3.3	8.4	-21.7	-1.3	-5.6	99.3
O=C(COC(=O)/C=C/c1ccc(S(=O)(=O)N2CCOCC2)cc1)NCc1ccc(F)cc1	0.8	-0.4	-1.2	0.4	5.8	15.8	-1.3	2.6	-2.5	95.1
COC(=O)C1CN(C(=O)COc2ccc(Cl)c(C)c2)c2ccccc2O1 (stereo not given)	-2.9	-0.8	-2.2	4.5	27.8	-3.3	0.3	-4.0	-7.0	123.1
Cc1nc2ccccc2c(=O)n1/N=C/c1cn(-c2ccccc2)nc1-c1cccs1	0.6	-1.8	-1.4	3.7	2.4	0.4	0.8	1.3	-6.6	96.1
COc1ccccc1CNc1nc(C)c(C(C)=O)s1	0.8	-0.9	-1.8	-1.8	-5.6	-2.3	-9.2	-3.6	-0.8	.
Cc1nn(CCC#N)c(C)c1Oc1ccccc1O	0.7	0.1	-4.7	2.5	-15.1	0.0	-10.0	-5.1	-0.6	88.7
O=C(NC1=NCCS1)C1CC2CCC1C2 (stereo not given)	3.0	-2.0	-1.2	-0.8	-5.0	-0.8	-4.5	3.8	-3.3	99.5
CCn1c(CNC(=O)c2cccc(C)c2)nnc1SCC(=O)NC1CCCC1	0.4	-1.4	4.4	-5.3	2.3	-4.2	9.0	6.0	-1.8	104.9
CCCCN1CCc2[nH]c(=S)[nH]c(=O)c2C1	-1.0	-1.5	1.5	-6.7	9.6	0.4	4.5	-1.1	-1.5	79.3
COC(=O)c1ccccc1NC(=O)C(C)n1nc(C)c2c(C)n(-c3ccccc3)nc2c1=O (stereo not given)	1.9	-2.8	-4.7	-15.4	10.1	2.4	-1.2	5.1	3.7	113.6
CCOC(=O)c1ccc(NC(=S)N(CCCN2CCCC(C)C2)Cc2cccs2)cc1 (stereo not given)	-1.1	-0.8	-1.8	-2.4	-23.1	0.8	8.2	1.7	-3.9	108.3
CC(C)n1nc(C(=O)Nc2nc3ccc(S(C)(=O)=O)cc3s2)c2ccccc2c1=O	0.6	-0.8	5.2	0.2	27.3	-7.8	-2.1	0.3	0.0	93.6
COC(=O)/C=C/c1ccccc1CN1[C@@H](CC(=O)OC)c2ccccc2S1(=O)=O	3.9	-0.3	1.7	-7.1	2.9	.	-13.0	-6.0	1.0	105.1
CC(=O)Nc1nnc(SCC(=O)NC2CC2)s1	-0.4	-3.5	4.1	-4.3	0.7	-3.2	-2.8	-2.4	-0.5	106.8
COc1ccc(-n2ncc3c2CC(C)(C)CC3NC(=O)c2cnc(C)cn2)cc1 (stereo not given)	-1.5	-1.2	1.3	-5.7	1.9	-0.6	-9.6	-2.8	0.5	106.9
CCOc1ccc(N(C)Cc2cc(=O)oc3ccc(OC)cc23)cc1	1.4	1.1	-3.3	-1.2	8.3	13.8	-5.7	-0.2	0.9	105.1
CCC(C)NC(=O)N[C@@H](CCSC)C(=O)OC (stereo not given in full)	0.2	0.7	5.1	-2.3	-0.8	1.0	0.1	-6.4	-3.7	101.3
O=C(c1ccc(CN2CCOCC2)cc1)N1CCC(Cc2ccccc2)CC1	-0.9	-1.9	4.5	0.9	1.7	-1.6	11.6	0.6	0.0	104.0
N#C/C(=C(/O)c1cc2ccccc2o1)c1nc2ccccc2s1	0.1	0.4	-1.5	-4.2	-2.4	-1.4	-14.4	-6.7	3.9	88.1
Cc1cccc(NC(=S)NN2CCOCC2)c1C	1.9	0.7	2.8	0.7	-6.6	0.3	-9.4	-3.3	-0.7	105.2
CC12CC(NC(=O)N1c1cccc(C(=O)NCc3ccccn3)c1)c1ccccc1O2 (stereo not given)	1.0	-3.0	-1.4	-2.0	11.3	-0.1	-6.3	-2.9	-2.3	102.6
COC(=O)c1ccccc1NC(=O)n1cc(C)cn1	-2.0	35.5	-4.2	-2.4	-8.8	9.6	-5.7	-4.4	-1.3	.
O=C(NCCc1ccc(F)cc1)c1cccs1	-0.1	-0.2	-0.2	-6.1	-32.9	-3.9	8.4	-2.2	1.1	98.8
O=C(CCc1ccccc1)NC(=S)Nc1cccc(C(=O)O)c1	-0.6	0.8	-7.1	1.0	-0.6	-0.1	-2.3	-4.7	1.1	104.2
CC(C)OC(=O)CSc1nnc(-c2ccc([N+](=O)[O-])cc2)o1	-1.0	-1.2	-1.5	-1.9	-7.2	0.8	-13.0	-1.9	0.8	104.4
CCOP(=O)(OCC)C(Nc1ccc([N+](=O)[O-])cc1)c1ccc(Cl)cc1 (stereo not given)	1.5	-1.0	-0.3	-4.4	-24.1	5.3	-7.0	.	3.2	111.7
Cc1cccc(C)c1-n1cccc1/C=C1/C(=N)N2C(=NC1=O)SN=C2S(C)(=O)=O	3.6	-1.9	-3.5	-2.0	-2.5	.	-4.5	-8.5	15.6	104.7
Cc1c(C(=O)N(Cc2cccc(Br)c2)C2CCS(=O)(=O)C2)oc2ccccc12 (stereo not given)	0.4	-0.3	-2.7	2.0	3.6	-1.2	-1.1	.	-3.4	97.1
CC(C)c1nc(CNC(=O)CC2C(=O)NCCN2Cc2ccccc2)cs1 (stereo not given)	.	.	0.5	.	.	3.0	.	.	-0.8	103.5
Cc1ccsc1C(=O)Nc1nccs1	-1.9	-0.9	3.0	-2.3	-0.9	1.6	0.9	4.0	-1.4	112.1
O=C(CN1CCCCCC1)Nc1cccc(Br)c1	-1.7	-0.9	3.2	-4.0	-6.8	-2.9	2.3	.	-0.6	109.8
